p53ts 39C tox: p53ts cell cytotoxicity, nonpermissive temperature; H1299-p53A138V viability at 39C, ATP luminescence, 24 h; Potency, µM (series often up to 46.1 µM), without a hit: top-dose activity change, negative = cell killing, actives largely listed as cytotoxic; actives 1.5% (n = 130,000); note: nearly all actives have a fitted effect of over 55% in size
p53ts 32C kill: cytotoxicity in p53ts cells at permissive temperature; H1299-p53A138V at 32C, ATP luminescence viability, 24 h; Potency, µM (series often up to 46.1 µM), without a hit: at the highest dose activity change, negative = cytotoxicity, actives largely listed as cytotoxic; actives 0.93% (n = 130,000); AID 924;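 note: 0% = DMSO and -100% = full killing by reference compound; nearly all actives have a fitted effect of over 55% in size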
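Cells: H1299 p53ts (A138V), 600/well, pre-incubated 16–30 h at 37C. Cpd up to 46 uM, 24 h, 32C. Readout: ATPlite luminescence, 20 min RT. Normalization: DMSO vs tamoxifen 100 uM. AC50 by Hill equation.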
Peg3 imprint: genomic imprint erasure induction; mouse ES Peg3-LacZ reporter, beta-gal luminescence, 40 h; Potency, µM (highest dose often 60.7 µM), for inactives: at the top dose activity change, positive = activation, actives largely listed as activators; actives 0.02% (n = 110,000);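 note: 0% = negative control wells on the plate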
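Readout: BetaGlo luminescence (5 min, room temp) for LacZ from the normally silent maternal Peg3 allele in female Peg3LacZ-Neo ES cells. Cells 300/well, 40 h, 37C, 5% CO2. Data normalized per plate to negative controls.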
IkB sig inh: IkB pathway inhibition in ABC-DLBCL cells | AID 445 | ABC-DLBCL IkBa-CBG/CBR dual luciferase ratio, 4 h; response scale: scaled: untreated 0%, proteasome inhibitor 100% | actives 0.04% (n = 110,000) | Potency, µM (doses to about 57.1 µM), without a hit: at the highest dose IkBa stabilization activation; active = well fitted curve in the direction sought with a large enough effect in the signal ratio, not every such curve was filed as active; inconclusive = small, poorly fitted or top-dose-only effect, or a change in a side signal; the % refers to the signal ratio;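 note: the direction sought is a rising ratio; 0% = basal untreated cells and 100% = reference inhibitor full response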
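In this assay, an IκBα–CBG68 fusion accumulates when IKK-driven degradation is blocked; native CBR normalizes for cell number. OCI-Ly3 cells were treated 4 h with compound and doxycycline, then green and red light read after Chroma-Glo addition.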
* marks the source's active call; other numbers are inactive results; u = inconclusive; x = not tested or not shown; [ ] = dose if it differs, or a comment. Unless noted, calls come from the whole dose curve; as a rule, active = well fitted curve in the direction sought with a large enough effect; inconclusive = small, poorly fitted or top-dose-only effect, or another doubt; inactive = no such curve, though single readings can be large; an effect the other way counts as inactive or inconclusive. Unless noted, % is set by controls: 0 for no effect and ±100 for the full control effect; potency is the fitted concentration of half-maximal effect.

Values run as follows: p53ts 39C tox	p53ts 32C kill	Peg3 imprint	IkB sig inh
1	Cc1ccc(N2C(=O)c3ccccc3C2O)nc1 (configuration not stated)
  5µM*	4µM*	-93%[inhibitor]	u
2	Cn1cc(CN2CCN(c3ccccc3)CC2)c2ccccc21
  -9%	6%	-16%	-3.1%
3	CCc1ccccc1NC(=O)c1cnc2n(c1=O)CCS2
  9%	6%	-14%	-3.0%
4	O=C(CCc1ccccc1)Nc1cc(Cl)ccc1O
  3%	27%	-23%	u
5	CCC(C)(C)n1nnnc1C(c1ccccc1)N1CCN(C2CCCC2)CC1 (configuration not stated)
  7%	-3%	x	x
6	Cc1cccc(-c2noc(-c3ccc(N4CCN(C)CC4)c([N+](=O)[O-])c3)n2)c1
  12%	0%	3%[10.9 µM]	u
7	c1ccc(Sc2nc(N3CCCCC3)nc(N3CCCCC3)n2)nc1
  24%	25%	-30%	u
8	CC(=O)OC[C@@H]1O[C@H](CCO/N=C(\C)CCN2CCCCc3nc(C)c(C)cc32)C=C[C@@H]1OC(C)=O
  9%[9.22 µM]	6%[9.22 µM]	x	x
9	O=C(Nc1cccc2cccnc12)c1cccc2ccccc12
  -1%	-10%	-9%[10.9 µM]	-4.8%
10	CCc1cc(Br)ccc1N1C(=O)C2CC=CCC2C1=O (configuration not stated)
  2%	2%	-13%	1.2%
11	Cc1cccc(CCNC(=O)Cn2ncc3c(=O)oc4ccccc4c32)c1
  25%	9%	-4%[10.9 µM]	-1.5%
12	COCCNC(=O)c1c(NC(=O)Cc2coc3cc(C)ccc23)sc2c1CCCC2
  -15%	7%	0%[10.9 µM]	-3.9%
13	COCCn1c(=O)c(-c2ccccc2)nc2cncnc21
  9%	1%	-12%	0.0%[11.4 µM]
14	COC(=O)[C@@]1(Cc2ccc(F)cc2)[C@H]2c3cc(C(=O)N(C)C)n(CCSCCO)c3C[C@H]2CN1C(=O)c1ccccc1
  -7%	11%	-7%	x
15	O=C(O)CCC(=O)N(Cc1cccnc1)Cc1cccc(F)c1
  2%	-1%	-3%	1.2%
16	COc1ccccc1CNC(=O)CSc1ncc2c(n1)-c1ccccc1N(Cc1ccc(C)cc1)S2(=O)=O
  10%	10%	-3%[10.9 µM]	-0.7%
17	COc1ccc(NC(=O)CCS(=O)(=O)c2cc(Br)cc3c2N(C(C)=O)CC3)c(OC)c1
  15%	14%	-10%[10.9 µM]	-1.1%
18	CC(C)=CC(=O)OCC(=O)Nc1ccc(F)cc1Cl
  -4%	-5%	-3%	-0.9%
19	COC(=O)Cc1c(C)nc2nc(-c3ccc(OC)cc3)[nH]n2c1=O
  u	u	-64%[inhibitor]	u
20	Cc1ccc(CN2C(=O)CN(C3CCCCCC3)C(=O)C2c2ccc(F)cc2)cc1 (configuration not stated)
  u	3%	-16%[10.9 µM]	-1.7%
21	COc1ccc(CNC(=O)Cc2csc3ccccc23)cc1OC
  -2%	7%	14%[10.9 µM]	u
22	CCCC(NC(=O)CNC(=O)C(C)(C)C)C(=O)O (configuration not stated)
  0%	4%	-1%	-2.2%
23	c1coc(CNc2c3c(nc4ncnn24)CCCC3)c1
  4%	17%	-15%	1.8%
24	CCNc1ncc2nc(CCc3ccccc3)c(=O)n(CCC#N)c2n1
  -23%	-1%	8%	-5.7%[11.4 µM]
25	CCOC(=O)C1CCN(C(=O)Cn2ncc3c4ccccc4n(Cc4ccccc4F)c3c2=O)CC1
  -9%	-5%	2%[10.9 µM]	u
26	O=C(Cn1[nH]c(=O)c2ccccc2c1=O)Nc1ccc2c(c1)CCC2
  -8%	-8%	-15%	u
27	COc1ccccc1CNC(=O)C1CCCN1S(=O)(=O)c1cccc2cccnc12 (configuration not stated)
  -1%	5%	-12%	-1.8%
28	COc1ccc(OC)c(N2Cc3ccccc3C2)c1
  -4%	0%	x	x
29	CCCNS(=O)(=O)c1ccc(CCC(=O)N2CCC(C)CC2)cc1
  -6%	5%	-12%	-1.2%
30	CCn1nccc1C(=O)Nc1ccc(Cl)c(Cl)c1
  9%	12%	x	x
31	COC(=O)c1cccc(Nc2c(-c3ccc(O)c(OC)c3)nc3nc[nH]n23)c1
  9%	2%	-6%[10.9 µM]	u
32	O=C1C2CC=C(Cl)CC2C(=O)N1CCc1ccccc1 (configuration not stated)
  11%	-6%	-12%	4.7%
33	Cc1ccc2c(c1)N(CC(=O)N1CCc3ccccc3C1)C(=O)CO2
  4%	-2%	-6%	0.7%
34	O=C(NCc1ccccc1F)C1CCCN1C(=O)NC1CCCCC1 (configuration not stated)
  7%	-7%	x	x
35	COCCn1c(C)cc(C(=O)CSc2nnc3ccccn23)c1C
  u	u	-90%[inhibitor]	-0.4%
36	CCOc1ccc(-n2c(Cc3ccccc3)nnc2SCc2nc(-c3ccccc3OC)no2)cc1
  -24%	33%[activator]	-11%[10.9 µM]	u
37	CCOC(=O)N1CCN(CC(O)COCC2=CCC3CC2C3(C)C)CC1 (configuration not stated)
  -4%	-2%	-15%	-0.8%
38	COc1cccc(CNC(=O)Cn2nc3c(cc2=O)CCCC3)c1OC
  -18%	-4%	5%[10.9 µM]	-0.4%
39	COc1ccc(N(CC(=O)Nc2cccc(SC)c2)S(C)(=O)=O)cc1
  -5%	0%	-2%	0.3%
40	COC(=O)C/C=C\[C@@H](C)[C@@H](/C=N\OC[C@@H](C)[C@H](OCc1ccccc1)C(C)C)OC
  3%[9.22 µM]	-1%[9.22 µM]	x	x
41	NC(=O)Cc1c[nH]c2cccc(O)c12
  4%	4%	-6%	0.3%
42	O=C(CS(=O)(=O)c1cn(Cc2cccc(F)c2)c2ccccc12)N1CCCCC1
  -2%	7%	8%	0.1%
43	CC(=O)c1cccc(NS(=O)(=O)c2cccc(C(=O)O)c2)c1
  -2%	6%	x	x
44	CCC(=O)Nc1ccc(S(=O)(=O)N2CCc3ccccc3C2)cc1
  5%	11%	-17%	4.1%
45	CC1(C)N=C2C(=[N+]1[O-])CCC/C2=N\O
  -11%	-6%	25%	1.7%
46	Cc1ccc(-n2nc3c([n+]2[O-])CCc2c-3no[n+]2[O-])cc1
  u	u	-30%	u
47	Cc1cccc(N2CCN(C(=O)c3cc4c(=O)[nH]c5ccccc5c4n3C)CC2)c1C
  -9%	28%	-11%	1.4%
48	CCC1=C(c2ccc(C)cc2)S(=O)(=O)N=C1N1CCC(C(=O)Nc2ccccc2F)CC1
  -15%	-4%	12%[10.9 µM]	u
49	O=C(O)COc1ccc2occ(C(=O)c3ccccc3)c2c1
  2%	-10%	-80%[inhibitor]	4.5%
50	CCOc1ccc(C2C(C(N)=O)=C(C)Nc3nc(SCc4ccccc4F)nn32)cc1 (configuration not stated)
  29%	4%	-5%[10.9 µM]	1.0%
51	CN1CCC(OC(=O)COc2ccc(C(C)(C)C)cc2)CC1
  -3%	-16%	-11%	1.2%
52	COc1ccc(CNC(=O)CN(c2ccc(C)cc2)S(=O)(=O)c2c(C)n[nH]c2C)cc1
  1%	5%	-2%[10.9 µM]	0.1%
53	CN(C)c1cccc(C(=O)OCC(=O)NCc2ccco2)c1
  -12%	11%	2%	4.4%
54	Nc1ccc2c(c1)CCC2=O
  -2%	3%	-8%	-0.4%
55	Cc1cccc(C(=O)O)c1NC(=O)c1ccc(F)cc1
  0%	-3%	-2%	-1.0%
56	Cc1cnc(NC(=O)C2CCCO2)s1 (configuration not stated)
  8%	10%	-12%	0.0%
57	CN(C)CN1CSC(=S)N(CN(C)C)C1
  -5%[9.22 µM]	-7%[9.22 µM]	-13%[10.9 µM]	1.1%[11.4 µM]
58	COC(=O)C1CCN(C(=O)c2sc3nc(-c4ccccc4)cn3c2C)CC1
  -11%	-15%	-12%	0.7%
59	O=C(Nc1ccc(F)cc1)N1CCN(C/C=C/c2ccccc2)CC1
  -19%	-4%	-23%	u
60	Cc1nc2ccccc2c2nc3ccccc3n12
  -5%	u	-30%	-4.5%

Looked up above:
p53ts 32C kill, no. 17 is entered as 14%
p53ts 39C tox, no. 7 is entered as 24%

Following part
Values run as follows: p53ts 39C tox	p53ts 32C kill	Peg3 imprint	IkB sig inh
61	N#Cc1ccccc1CSc1nnc(-c2ccc(Br)cc2)o1
  29%	-15%	-14%[10.9 µM]	-3.5%
62	COc1ccc(NC(=O)c2oc3ccccc3c2NC(=O)COc2ccc(C(C)C)cc2)c(OC)c1
  9%	4%	-10%[10.9 µM]	1.3%
63	COc1cc(OC)cc(-c2nc3cc(C)ccc3o2)c1
  u	u	-87%[inhibitor]	0.7%
64	Cc1ccc2[nH]c(=O)c(CNC(C)(C)C)cc2c1
  2%	-23%	-16%	3.8%
65	CCOC(=O)C1=C(N)N2C(=O)C(C)SC2=C(C(=O)OCC)C1c1ccccc1 (configuration not stated)
  13%	-2%	2%	0.3%
66	COc1ccc(C(=O)CC2(O)C(=O)Nc3c(C)cccc32)c(OC)c1OC (configuration not stated)
  -27%	2%	-7%[10.9 µM]	1.0%
67	N#Cc1c2n(c3c(=O)n(Cc4ccc(Cl)cc4)cnc13)CCCCC2
  16%	7%	-21%	6.0%
68	CCCN1CCCc2cc(CN(CCCN3CCOCC3)C(=O)Nc3ccc(OCC)cc3)ccc21
  6%	3%	-12%[10.9 µM]	u
69	COc1cccc(C2c3c(oc4ccc(C)cc4c3=O)C(=O)N2CCCN2CCOCC2)c1OC (configuration not stated)
  -23%	0%	-6%[10.9 µM]	-1.6%
70	COc1ccccc1N1CCN(C(=O)C2CCN(S(=O)(=O)c3ccccc3)CC2)CC1
  10%	9%	-7%	1.7%
71	Cc1oc(-c2ccc(C(=O)NCc3ccc(F)cc3)cc2)nc1CS(=O)c1ccccc1 (configuration not stated)
  -17%	-16%	-8%[10.9 µM]	u
72	O=C(COC(=O)c1cccs1)NCCN1C(=O)CSC1=O
  9%	13%	2%	-0.4%
73	CN1CCN(C(=O)c2cnn(-c3cccc(F)c3)c2C2CCN(C(=O)OC(C)(C)C)CC2)CC1
  20%	-6%	3%[10.9 µM]	5.0%
74	CCc1ccccc1NC1=NCC(=O)N1Cc1ccccc1
  2%	-13%	x	3.9%
75	CC(=O)OC[C@H]1O[C@@H](n2ccc(=O)[nH]c2=S)C(OC(C)=O)C1OC(C)=O (some centres not stated)
  -3%	-2%	-9%	-0.6%

Results in sequence from the list:
p53ts 39C tox for entries 61–72: 29%, 9%, u, 2%, 13%, -27%, 16%, 6%, -23%, 10%, -17%, 9%
p53ts 32C kill for entries 61–72: -15%, 4%, u, -23%, -2%, 2%, 7%, 3%, 0%, 9%, -16%, 13%

Additional compounds follow:
Values run as follows: p53ts 39C tox	p53ts 32C kill	Peg3 imprint	IkB sig inh
76	CCOc1ccccc1NC(=O)CN(c1cc(C)cc(C)c1)S(=O)(=O)c1c(C)noc1C
  9%	8%	-7%	22%
77	CC(=O)Oc1ccc2c(c1)cc(C)n2C
  1%	9%	x	x
78	CCN(Cc1ccccc1)S(=O)(=O)c1ccc(F)c(C(=O)Nc2ccc(C(C)C)cc2)c1
  -28%	-5%	-20%[10.9 µM]	-2.5%
79	Cc1ccc(CN2CCN(C3CCN(C(=O)c4ccccc4)CC3)C(=O)C2=O)cc1
  -3%	2%	-10%[10.9 µM]	-1.2%
80	O=C(OCCNc1ncc(C(F)(F)F)cc1Cl)c1ccc(S(=O)(=O)N2CCOCC2)cc1
  -11%	-8%	-8%	3.4%
81	COc1cc(NC(=O)C(Cc2ccccc2)NS(=O)(=O)c2cccc3nsnc23)cc(OC)c1 (configuration not stated)
  10%	-3%	-5%[10.9 µM]	u
82	Cc1cccc(NC(=O)c2ccc(C(=O)Nc3cccc(C)c3C)cc2)c1C
  -10%	4%	-8%[10.9 µM]	-0.2%
83	O=C(c1ccc(Br)o1)N1CCN(Cc2ccc3c(c2)OCO3)CC1
  5%	6%	-13%	-0.2%
84	CCOC(=O)c1ccc(NC(=O)CN(Cc2ccc(C)cc2)S(=O)(=O)c2ccc(C)cc2)cc1
  8%	2%	-15%[10.9 µM]	4.1%
85	Cc1ccc(S(=O)(=O)N2CCN(C(=O)C3COc4ccccc4O3)CC2)cc1C (configuration not stated)
  -9%	4%	-16%	4.7%

High-throughput results deposited in PubChem by National Center for Advancing Translational Sciences (NCATS).
